From PubChem BioAssay
CBFb-RUNX1 inh: CBF-beta/RUNX1 interaction disruption | AlphaScreen CBFb-His/RUNX1-biotin binding, biochemical | Potency, µM (top dose mostly 59.8 µM), without a hit: at the top dose activity, negative = inhibition, usual class: inhibitors | 230,000 tested, under 10 active; note: % of control where 0% means no effect
Target sequence (Q01196 whole entry, looked up): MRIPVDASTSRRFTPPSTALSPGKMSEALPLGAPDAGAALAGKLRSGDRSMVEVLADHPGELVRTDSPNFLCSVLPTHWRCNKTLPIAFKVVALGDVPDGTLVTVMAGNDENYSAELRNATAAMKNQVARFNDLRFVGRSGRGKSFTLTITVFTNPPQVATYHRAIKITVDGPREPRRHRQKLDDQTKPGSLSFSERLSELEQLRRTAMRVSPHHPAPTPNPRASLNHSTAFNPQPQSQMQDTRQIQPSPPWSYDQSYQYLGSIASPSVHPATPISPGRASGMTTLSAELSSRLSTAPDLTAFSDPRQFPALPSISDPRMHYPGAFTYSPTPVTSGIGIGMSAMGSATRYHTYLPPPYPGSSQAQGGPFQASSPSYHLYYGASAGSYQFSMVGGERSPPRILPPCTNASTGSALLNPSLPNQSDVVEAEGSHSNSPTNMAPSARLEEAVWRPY
Target sequence (Q13951 whole entry, looked up): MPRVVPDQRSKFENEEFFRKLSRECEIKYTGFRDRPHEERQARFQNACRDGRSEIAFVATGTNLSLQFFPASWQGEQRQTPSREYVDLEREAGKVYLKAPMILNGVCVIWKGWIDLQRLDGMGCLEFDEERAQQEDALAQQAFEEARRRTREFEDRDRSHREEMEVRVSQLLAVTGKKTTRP
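CBF-beta (His) and RUNX1 (biotin), 30 nM each; 20 min preassociation; + compound, 15 min; + beads 50 ng each (Ni, streptavidin), 90 min; RT; AlphaScreen read.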
Luc counter: Kinase-Glo luciferase inhibition (counter-screen); Q27757; Kinase-Glo luciferase, ATP luminescence, 8 min; Potency, µM (top dose mostly 38.3 µM), for inactives: at the top dose activity change, negative = inhibition, most hits filed as inhibitors; hit rate 0.28% among 200,000; AID 1379; note: potency is the fitted concentration of half-maximal effect; % is set by controls: 0 for no effect and ±100 for the full control effect; nearly all actives have a fitted effect of over 60% in size
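Recombinant Kinase-Glo luciferase, 10 uM ATP (linear range), luciferin; imidazole pH 7.2 / KCl / MgCl2 / Tween / BSA buffer; 8 min RT; luminescence.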
IMPase Li cell: cell-permeable IMPase inhibitors with lithium potentiation; CHO-M1 cells, IP1 TR-FRET (IP-One), carbachol + lithium; hit rate 0.35% among 210,000; Potency, µM (titrated, usually from 59.4 µM), inactives show at the highest dose activity, negative = IMPase inhibition, usual class: inhibitors; AID 1457;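 note: IP1 builds up when IMPase is blocked and the TR-FRET signal falls; potency is the fitted concentration of half-maximal effect; plate controls were basal vehicle for no effect and high inhibitor control for full effect; nearly all actives have a fitted effect of over 50% in size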
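CHO cells stably expressing M1 receptor (2000/well, cultured 16–30 h) treated 30 min at 37C with compound plus low lithium. Cytosolic IP1 by TR-FRET (665/620 ratio and 620 channel) after 10 min lysis; AC50 by Hill fit.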
LMNA splice mod: changes lamin A minigene splicing in HeLa cells | HeLa LMNA splicing GFP/RFP minigene ratio, 48 h | Potency, µM (titrated, usually from 46.1 µM), inactives show top-dose ratio change, negative = inhibition, hits mostly inhibitors | hit rate 0.01% among 200,000; active = well fitted inhibition curve with a large enough effect in the signal ratio, with a control signal flat, not every such curve was filed as active; inconclusive = small, poorly fitted or top-dose-only effect, or effect the other way, or a change in a side signal; the % refers to the signal ratio; note: potency is the fitted concentration of half-maximal effect; % is set by controls: 0 for no effect and ±100 for the full control effect
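Read-out is the ratio of GFP to DsRed2 object intensity, acquired by 488 nm laser-scanning cytometry on HeLa lamin A-EGFP minigene reporter cells. Compound incubation 48 hrs at 37 °C in Opti-MEM with 2% FBS; DMSO 0.5% final.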
HttQ103 aggreg: inhibitors of mutant huntingtin aggregate formation in PC12 cells; Potency, µM (top dose mostly 46.1 µM), without a hit: at the top dose activity change, negative = inhibition, actives largely listed as inhibitors; PC12 HttQ103-GFP aggregates, Acumen cytometry, 40 h; hit rate 1.1% among 220,000; AID 1688; note: potency is the fitted concentration of half-maximal effect; % is set by controls: 0 for no effect and ±100 for the full control effect; nearly all actives have a fitted effect of over 60% in size
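PC12 cells with ecdysone-inducible HTT exon1 Q103-GFP, induced by 100 nM tebufenozide, given compounds in a concentration series. GFP aggregates (1–25 um, 6 SD above background) counted in lysates by laser-scanning cytometry, 488 nm excitation.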
Epigenetic derep: derepresses silenced GFP reporter in murine cells | Potency, µM (highest dose often 53.9 µM), for the others: top-dose GFP activation, actives largely listed as activators | murine LDR cells, GFP reporter derepression, 30 h | hit rate 0.2% among 280,000; note: potency is the fitted concentration of half-maximal effect; % of control where 0% means no effect; nearly all actives have a fitted effect of over 60% in size
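GFP-positive cell count by laser-scanning cytometry (objects 20–120 um) after 30 h, 37 C compound exposure of murine LDR cells; reporter is CMV-GFP integrated at a silenced locus, inducible by HDAC or DNMT inhibitors.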
NPSR antagonist: neuropeptide S receptor (human) antagonism, cAMP | Q6W5P4 | CHO-NPSR cells, cAMP TR-FRET, antagonist mode | Potency, µM (titrated, usually from 38.3 µM), without a hit: at the top dose activity change, negative = inhibition, hits mostly inhibitors | hit rate 1% among 220,000 | AID 1461; note: potency is the fitted concentration of half-maximal effect; % is set by controls: 0 for no effect and ±100 for the full control effect; nearly all actives have a fitted effect of over 50% in size; many of its hits are not listed in these tables
Target sequence (Q6W5P4 whole entry, looked up): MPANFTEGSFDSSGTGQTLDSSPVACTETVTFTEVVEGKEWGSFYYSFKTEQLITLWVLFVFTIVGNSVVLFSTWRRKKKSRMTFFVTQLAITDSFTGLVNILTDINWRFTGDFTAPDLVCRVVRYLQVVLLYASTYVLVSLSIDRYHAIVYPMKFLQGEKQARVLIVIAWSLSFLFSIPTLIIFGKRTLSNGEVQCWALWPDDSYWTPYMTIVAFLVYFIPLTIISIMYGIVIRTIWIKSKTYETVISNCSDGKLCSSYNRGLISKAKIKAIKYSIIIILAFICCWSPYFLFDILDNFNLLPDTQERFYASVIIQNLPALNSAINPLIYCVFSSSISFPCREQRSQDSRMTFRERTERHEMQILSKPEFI
An asterisk follows results filed as active; ? = inconclusive; . = no result given; & = joins results of further samples; [ ] = another dose, or the depositor's remark. Unless noted, calls come from the whole dose curve; as a rule, active = well fitted curve in the direction sought with a large enough effect; inconclusive = small, poorly fitted or top-dose-only effect, or another doubt; inactive = no such curve, though single readings can be large; an effect the other way counts as inactive or inconclusive. An excerpt. The share of hits here may be higher or lower than overall.

SMILES	CBFb-RUNX1 inh	Luc counter	IMPase Li cell	LMNA splice mod	HttQ103 aggreg	Epigenetic derep	NPSR antagonist
Nn1c(SCC(=O)Nc2ccc(F)cc2F)nnc1C1CCCCC1	4%	-25%	3%[38.3 µM]	-5%	-15%	3.0%	-7%[46.1 µM]
Cc1nnc(NC2=NCCCCC2)o1	1%	-2%	21%[38.3 µM]	5%	-10%	-1.0%	-6%[46.1 µM]
COc1ccc(-n2nc3c(c2NC(=O)c2c(F)cccc2Cl)CS(=O)C3)cc1 (configuration not stated)	-6%	-1%	2%[38.3 µM]	-4%	-7%	-1.4%	7%[46.1 µM]
CC(=O)c1ccc(N2CCC(C)CC2)c(F)c1	-1%	1%	14%	.	-8%	0.0%	7%
CCOC(=O)c1c(NC(=O)Nc2ccccc2)sc(C)c1C	2%	0%	26%[38.3 µM]	1%	6%	-1.2%	?
CCc1cc2cccc(C)c2nc1SCC(=O)Nc1nonc1C	-1%	-2%	-3%	.	5%[9.22 µM]	-3.3%	15%
Cc1ccccc1C(=O)c1cccn1CC(=O)NCc1ccccc1	2%	.	6%	.	-8%	-0.3%&1.6%	-1%
CS(=O)(=O)c1cccc(NC(=O)c2ccc(Cl)c(Cl)c2)c1	12%	0%	-3%	0%[46 µM]	15%[9.22 µM]	-1.6%	-3%
C#CCNc1ccc([N+](=O)[O-])cc1	-6%	2%	-11%	.	-9%	-0.1%	16%
O=C(COc1ccc2ccccc2c1)NC1CC1	4%	-5%	20%[38.3 µM]	18%	?	0.8%	3%[46.1 µM]
CCOc1ccccc1NC(=O)Nc1ccccn1	12%	.	.	.	14%[9.22 µM]	-1.0%	2%
CCCCc1ccc(/C=C2/C(=O)ON=C2c2ccccc2)s1	-10%	-3%	17%	-12%	27%	-1.1%	-18%
CCOC(=O)C1=C(C)N(c2ccc(Cl)cc2)C(=O)NC1c1cccc([N+](=O)[O-])c1 (configuration not stated)	-1%	2%	-6%	5%	-17%	0.0%	-43%
NCC12CC3CC(C1)CC(c1ccc(Cl)cc1)(C3)C2	5%	0%	6%	?	?	-3.3%	-7%
Cc1ccc(NNC(=O)c2ccc(Cl)cc2)nn1	9%	.	.	.	6%[9.22 µM]	4.9%	-24%
CCCCn1c(N)c(N(CCC(C)C)C(=O)CSc2nnc(Nc3ccccc3)s2)c(=O)[nH]c1=O	5%	-3%	18%	?	-14%	-1.4%	-17%
O=C(O)CCCn1cc(NC(=O)c2c(F)cccc2F)cn1	8%	-1%	-3%	18%[46 µM]	-7%	0.4%	8%
Cc1ccccc1S(=O)(=O)c1cc2ccccc2nc1N	14%	-1%	6%	-12%[46 µM]	-13%	-0.1%	2%
CC(C)NC(=S)N(C)C1(c2ccccc2Cl)CCCCC1=O (configuration not stated)	6%	3%	-1%	-12%	5%	0.0%	13%
O=C(NNC(=O)c1cccc2ccccc12)c1ccc2c(c1)OCO2	-8%	.	.	.	-6%[9.22 µM]	0.0%	1%
Cc1cccc(NC(=O)c2cc3n(n2)C(C(F)(F)F)CC(C2CC2)N3)c1C (configuration not stated)	1%	3%	1%	-7%	-9%	-2.2%	-5%[46.1 µM]
O=C(NCCS(=O)CCNC(=O)C(F)(F)F)C(F)(F)F	-1%	7%	-15%[38.3 µM]	-8%	13%	-1.1%	3%[46.1 µM]
CC(C)Cc1cc(C(=O)O)n[nH]1	6%	-3%	10%[38.3 µM]	11%	0%	2.9%	-2%[46.1 µM]
CCc1ccc(CN2CCCC(CCC(=O)N3CCN(c4ccccn4)CC3)C2)o1 (configuration not stated)	3%	.	.	.	4%[9.22 µM]	0.0%	8%

3 compounds already listed, sorted by the number in HttQ103 aggreg, rising.
SMILES | CBFb-RUNX1 inh | IMPase Li cell | LMNA splice mod | HttQ103 aggreg | Epigenetic derep | NPSR antagonist
Cc1cccc(NC(=O)c2cc3n(n2)C(C(F)(F)F)CC(C2CC2)N3)c1C (configuration not stated) | 1% | 1% | -7% | -9% | -2.2% | -5%[46.1 µM]
O=C(O)CCCn1cc(NC(=O)c2c(F)cccc2F)cn1 | 8% | -3% | 18%[46 µM] | -7% | 0.4% | 8%
CC(C)Cc1cc(C(=O)O)n[nH]1 | 6% | 10%[38.3 µM] | 11% | 0% | 2.9% | -2%[46.1 µM]

(listing goes on)
SMILES	CBFb-RUNX1 inh	Luc counter	IMPase Li cell	LMNA splice mod	HttQ103 aggreg	Epigenetic derep	NPSR antagonist
COc1ccc(C(=O)NCS(=O)(=O)c2ccc(C)cc2)cc1	4%	-6%	-4%[38.3 µM]	-3%	-6%	-1.1%	0%[46.1 µM]
CCc1nnc(NC(=O)CSc2nnc(-c3ccncc3)n2Cc2ccccc2)s1	8%	3%	-2%[38.3 µM]	1%	-9%	-0.8%	-5%[46.1 µM]
Cc1ccc(-c2cc(C(=O)NCc3ccccn3)no2)cc1	13%	-2%	16%[38.3 µM]	?	-12%	-0.8%	-12%[46.1 µM]
CC(C)Cn1c(SCC(=O)NC(=O)NC2CCCC2)nc2ccccc21	0%	14%	1%[38.3 µM]	?	?	-1.2%	-24%[46.1 µM]
CCOc1ccc(NC(=O)C/C(N)=N/O)cc1	-1%	1%	12%[38.3 µM]	0%	-5%	-0.2%	-15%[46.1 µM]
O=C(c1ccccc1)c1ccncc1	4%	-5%	26%[38.3 µM]	9%	-7%	0.0%	7%[46.1 µM]
O=C(/C=C/c1ccccc1)c1cc(Br)ccc(=O)c1O	-29%	14%	-19%[38.3 µM]	?	?	?	?
CC(C)NC(=S)Nc1ccc(Oc2ccccc2)cc1	-5%	0%	27%[38.3 µM]	22%	?	-4.2%	-22%[46.1 µM]
CC(C)CC(NS(=O)(=O)c1cc(C(=O)O)ccc1Cl)C(=O)O (configuration not stated)	-8%	3%	1%	?	10%	-1.5%	10%
CCn1c(=O)cc(OCC(=O)Nc2ccc3c(c2)OCCO3)c2ccccc21	7%	2%	15%[38.3 µM]	?	2%	-11%	-10%[46.1 µM]
Cc1nc2ccccc2c(=O)n1NC(=O)Nc1ccccc1	4%	1%	12%[38.3 µM]	0%	15%	0.0%	12%[46.1 µM]
COc1cccc(CC(=O)Nc2ccc3nc(C)sc3c2)c1	4%	3%	3%	0%	-10%	-3.2%	-4%
COC(=O)c1ccc(NC(=O)CSc2nnc(CNc3ccc(OC)cc3)n2C)cc1	0%	1%	-1%	1%	-4%	-0.9%	-12%[46.1 µM]
O=C(Nc1ccc(F)cc1)Nc1ccccc1N1CCCCC1	10%	.	.	.	8%[9.22 µM]	-0.3%	16%[7.67 µM]
CCCN1CCN(C(=O)c2ccccc2-c2nc3ccccc3s2)CC1	3%	0%	9%	.	-4%	-1.4%	-9%
CC1=C(C(=O)OCC2CCCO2)C(c2coc3ccc(C)cc3c2=O)C2=C(CCCC2=O)N1 (configuration not stated)	-8%	.	-10%	.	2%	-0.2%	3%
COc1cc(-c2nn3c(-c4cccnc4)nnc3s2)cc(OC)c1OC	-6%	2%	29%[38.3 µM]	4%	13%[9.22 µM]	1.8%	-6%[46.1 µM]
CCOc1ccc(N=Nc2c(C)noc2C)cc1	-7%	0%	-2%	.	3%	1.8%	-2%
O=C(c1ccccc1)c1ccc2nc(N3CCCCC3)c3nncn3c2c1	1%[2.36 µM]	-1%	9%	?	?	-0.5%	-23%
CCOc1ccc(NC(=O)COc2nsnc2N2CCCCC2)cc1	-1%	-2%	6%[38.3 µM]	?	15%	0.9%	-12%[46.1 µM]
COC(=O)N/N=C\c1ccc(OC(=O)c2ccco2)cc1	8%	?	-2%	.	-8%	-0.9%	14%
CCOCC(=O)Nc1ccc(S(=O)(=O)N2CCOCC2)cc1	7%	-4%	2%	-10%	-1%	0.0%	-24%[46.1 µM]
Cc1ccc(NC(=O)COC(=O)CSC(=S)N2CCOCC2)cc1C	?	0%	-5%	-4%[46 µM]	5%	-5.8%	9%
O=C(CCCN1C(=O)c2ccccc2C1=O)Nc1ccccn1	1%	2%	0%	-12%	14%	0.0%	-10%[46.1 µM]
COc1ccc(/C=C/c2nc3ccccc3n2C)cc1	17%	2.8µM*	7%	?	-5%	1.1%	-29%
Cc1sc(NC(=O)c2sc3nc4c(C)cccc4cc3c2N)c(C#N)c1C	-3%	-5%	-20%[38.3 µM]	1%	?	?	?
CCCCC/C=C\C/C=C\C/C=C\C/C=C\CCCC(=O)O[C@@H](CO)COC(=O)CCCCCCCCCCCCCCCCC	4%&-8%	-1%	2%&10%	.	.	0.0%&-1.1%	.
CC1(C)NC(=O)N(CCCCOc2ccc3c(c2)CCC3)C1=O	3%	2%	0%[38.3 µM]	?	-11%[9.22 µM]	-1.5%	-4%[46.1 µM]
COc1ccc(NC(=O)C2CCC(CNc3c(N4CCCCC4)c(=O)c3=O)CC2)cc1OC (configuration not stated)	0%	-3%	-3%[38.3 µM]	-6%	-5%	-5.6%	-4%[46.1 µM]
Cn1c(NC(=O)CCc2ccccc2)cc(=O)n(C)c1=O	-1%	-6%	3%[38.3 µM]	8%	-1%	-0.2%	1%[46.1 µM]
Cc1cc(/C=N/NC(=O)c2ccccc2F)c(C)n1-c1ccccc1	-7%	-5%	-2%	?	4%	1.5%	16%
COc1ccc(-c2ncc(CN3CCN(CCC(C)C)C(CCO)C3)cn2)cc1 (configuration not stated)	12%	1%	3%	.	-22%	-0.6%	-1%
C/[N+]([O-])=C\C1C(=O)CCCC1=O	0%	1%	7%	25%[46 µM]	16%	-0.5%	22%
Cc1ccc(C(=O)CSc2nnc(-c3ccco3)n2C)cc1	1%	1%	-5%	?	.	-0.1%	7%
O=C(COC(=O)c1ccc(Cl)c(S(=O)(=O)N2CCCC2)c1)NC1CCCC1	7%	2%	12%[38.3 µM]	6%	18%	2.9%	6%[46.1 µM]
Cc1cccc(N2CCN(S(=O)(=O)c3ccc4c(c3)CCC(=O)N4)CC2C)c1 (configuration not stated)	6%	-1%	12%[38.3 µM]	-10%	-11%	-9.5%	-4%[46.1 µM]
CCOCCCNCc1cc(Cl)ccc1OCC	6%	-1%	8%	12%[46 µM]	-15%	0.0%	11%
CC(C(=O)Nc1ccccc1C(=O)N1CCOCC1)N(c1ccccc1)S(C)(=O)=O (configuration not stated)	5%	2%	0%	-3%	-3%	3.0%	3%[46.1 µM]
COc1ccc(-c2nc3c(c4c2C[C@H](c2ccccc2)OC4)CN(S(=O)(=O)c2ccc(C#N)cc2)CC3)c(C)c1	-4%[13.1 µM]	-8%[7.66 µM]	1%	?	.	.	.
CCOc1ccc(NC(=O)Nc2ccc(Br)cn2)cc1	4%	.	.	.	-11%	0.3%	-7%
CC1CN(C(=O)CSc2nc(-c3ccc(F)cc3)cs2)CC(C)O1 (configuration not stated)	1%	1%	20%[38.3 µM]	21%	0%	3.6%	-13%[46.1 µM]
